Compound activity from PubChem.
C2C12 statin = suppressors of statin myotoxicity in C2C12 myotubes, primary screen, cell-based, single point, plate reader. rescue of ATP level, % at 7.49 µM. 330,000 compounds, 0.78% hits. C2C12 myotubes + simvastatin, ATP luminescence, 48 h; scaled: DMSO 0, geranylgeraniol control 100. AID 602340, 2012;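 active = mean ATP rescue above about 67%, or every replicate alone reaching that limit, limit read from the data, passing the limit was not always enough; inconclusive = no clear call, values can overlap the other calls; inactive = mean under the limit and some replicate under it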;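 note: myotubes were challenged with 10 µM simvastatin during compound exposure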
ARNT TACC3 PPI = disruptors of ARNT/TACC3 protein interaction, primary screen, biochemical, AlphaScreen, single concentration; Transforming acidic coiled-coil-containing protein 3 (Homo sapiens), Q9Y6A5; AlphaScreen His-ARNT PAS-B/GST-TACC3 binding, luminescence; TACC3 fragment carries E629A point mutation; inhibition, % at 9.99 µM; 390,000 compounds, 0.66% hits; AID 623870, 2012;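 active = mean inhibition of replicates at least 50% and at least half of replicates each reaching 50%; inconclusive = half or more replicates reach 50% but mean below 50%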;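 note: 0% = complete ARNT plus TACC3 wells and 100% = ARNT alone without TACC3; many hits fall short of the cut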
ERp5 inh = inhibitors of ERp5-driven insulin aggregation, primary screen, biochemical, turbidity, absorbance 650 nm, single point; Protein disulfide-isomerase A6 (Homo sapiens), Q15084; inhibition, % at 9.99 µM; 350,000 compounds, 0.05% hits; 90 min;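 active = mean replicate inhibition above about 25%, with every replicate also reaching it, limit read from the data, passing the limit was not always enough; inconclusive = only one of those two criteria met; inactive = neither criterion met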
Target sequence (Q15084 whole entry, looked up): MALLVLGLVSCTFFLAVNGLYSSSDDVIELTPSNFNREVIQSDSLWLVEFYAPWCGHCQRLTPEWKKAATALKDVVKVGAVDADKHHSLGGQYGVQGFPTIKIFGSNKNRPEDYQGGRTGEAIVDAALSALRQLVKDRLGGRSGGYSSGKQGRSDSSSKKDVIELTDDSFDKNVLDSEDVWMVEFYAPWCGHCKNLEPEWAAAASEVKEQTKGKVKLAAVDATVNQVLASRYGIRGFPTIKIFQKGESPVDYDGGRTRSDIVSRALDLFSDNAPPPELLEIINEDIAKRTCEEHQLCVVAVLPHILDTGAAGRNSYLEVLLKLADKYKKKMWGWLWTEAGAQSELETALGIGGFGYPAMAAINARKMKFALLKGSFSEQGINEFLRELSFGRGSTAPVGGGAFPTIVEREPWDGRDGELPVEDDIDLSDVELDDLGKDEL
esBAF inh = Bmi1 luciferase reporter increase in mESCs, primary screen, esBAF inhibitor project, mouse ES cells, Bmi1 luciferase knock-in, single point; 24 h; 100% = twice the neutral-well signal; reporter increase, % at 12.5 µM; 350,000 compounds, 2% hits; in the data active = activation above about 40%; inconclusive = no clear call, values can overlap the other calls;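 note: 0% = median of the plate's neutral control wells and 100% = double that signal; a rise in the Bmi1 reporter signal indicates esBAF inhibition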
miR122 inh = miR-122 Renilla sensor signal increase in Huh7, primary screen, miR-122 inhibitor project, cell-based, single point, plate reader; AID 602342, 2012; 340,000 compounds, 0.3% hits; activation (reporter increase), % at 12.5 µM; Huh7 miR-122 Renilla luciferase sensor, 48 h; neutral wells = 0, positive control = 100;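 active = mean replicate activation score at least 90 and every replicate individually at or above 90; inconclusive = only one of the two criteria met; inactive = neither criterion met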;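 note: higher luciferase means less miR-122 activity so hits act as miR-122 inhibitors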
Cneo AK release = Cryptococcus neoformans cell lysis inducers, primary screen, AK release luminescence, single concentration; C. neoformans lysis, adenylate kinase release luminescence, 4 h; normalised: neutral wells 0, clomiphene wells 100; lysis activity, % at 15 µM; 360,000 compounds, 0.2% hits; AID 651654, 2012;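 active = mean lysis activity across replicates of at least 80%, whatever share of replicates individually reach that level; inactive = mean lysis activity below 80%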
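Material – log-phase Cryptococcus neoformans yeast cells · Input – 5 × 10^6 yeast cells/mL · Medium – fresh YPD growth medium · Doses – single compound concentration per well · Timing – static 4 h at 37 °C with compound, 1 h detection · Detection – adenylate kinase release luminescence · Read-out – signal increase indicating cell lysis · Control set – Clomiphene as positive lysis control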
SIRT5 inh = SIRT5 desuccinylase inhibitors, primary screen, biochemical, fluorescence imaging, single point, set 5. 330,000 compounds, 1.1% hits. NAD-dependent protein deacylase sirtuin-5, mitochondrial (Homo sapiens), Q9NXA8. AID 652115, 2013. inhibition, % at 15 µM. Purified SirT5, succinyl-peptide AMC, trypsin-coupled fluorescence; in the data active = inhibition above about 15%; inconclusive = no clear call, values can overlap the other calls
Target sequence (Q9NXA8 whole entry, looked up): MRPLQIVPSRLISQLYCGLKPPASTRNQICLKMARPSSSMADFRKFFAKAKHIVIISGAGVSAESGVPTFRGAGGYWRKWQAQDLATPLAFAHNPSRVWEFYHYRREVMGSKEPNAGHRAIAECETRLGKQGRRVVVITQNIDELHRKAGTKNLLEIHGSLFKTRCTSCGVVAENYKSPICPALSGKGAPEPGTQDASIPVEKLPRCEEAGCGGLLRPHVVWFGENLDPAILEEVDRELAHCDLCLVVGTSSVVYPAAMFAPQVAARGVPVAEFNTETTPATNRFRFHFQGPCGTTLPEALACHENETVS
* = called active by the depositor; ? = inconclusive; nt = no result given; [ ] = another dose, or the depositor's remark. Compounds were not picked by outcome (roughly 4% active in at least one column).

mol	SIRT5 inh	C2C12 statin	Cneo AK release	ARNT TACC3 PPI	miR122 inh	ERp5 inh	esBAF inh
C[C@@H]1CN([C@@H](C)CO)C(=O)Cc2cc(NC(=O)C3CCCCC3)ccc2O[C@H]1CN(C)C(=O)Nc1ccccc1	-6	-15	-10	9	-1[16.7 µM]	-3	0
Cc1ccc2oc(-c3ccc(NC(=O)c4ccc5c(c4)OCO5)cc3)nc2c1	nt	-24	0	-3	-2	nt	29
COc1ccc(-n2c(CNC(=O)c3cc(OC)c(OC)c(OC)c3)n[nH]c2=S)cc1	nt	-5	1	1	0	nt	-11
Nc1cccc(S(=O)(=O)Nc2ccccc2)c1	-4	nt	nt	-6	nt	0	nt
CC(=O)Nc1cccc(-c2csc(C(C)(O)c3ccccc3)n2)c1 (stereo unspecified)	nt	4	-4	nt	-2	6	-3
Oc1ccccc1C1CCCCC1c1ccccc1 (stereo unspecified)	-4	1	-2	-2	-11	-1	4
Cc1noc(C)c1NC(=O)N[C@@H]1CC[C@@H](CCNC(=O)C2CCC2)O[C@@H]1CO	-1	-1	-2	-10	nt	-4	-3
COc1ccc(NC(=O)CCS(=O)(=O)c2ccc3c(c2)NC(=O)C(C)S3)cc1OC (stereo unspecified)	1	-3	-1	-1	1	-2	-1
CC(C)C(c1nnnn1C1CCCC1)N1CCN(c2ccccc2F)CC1 (stereo unspecified)	nt	-4	-3	-6	1	nt	-7
COc1ccc(OCc2nc(N)nc(Nc3ccccc3OC)n2)cc1	nt	1	1	28	-3	nt	0
COCC#Cc1cnc2c(c1)C(=O)N([C@H](C)CO)C[C@@H](C)[C@H](CN(C)C(=O)Nc1c(C)noc1C)O2	-1	8	-3	1	-1[16.7 µM]	1	0
CC(=O)c1sc(NC(=O)COc2ccc(Cl)cc2C)nc1C	-3	nt	nt	-2	nt	4	nt
O=C(COC(=O)COc1ccc(Cl)cc1)NC1CCCCC1	nt	-4	0	4	7	nt	-1
CCOc1cc(N2CCOCC2)c(OCC)cc1NC(=O)C(NC(=O)c1ccco1)C(C)C (stereo unspecified)	nt	9	-6	-2	-1	nt	4
CNC(=O)C[C@H]1C(=O)N(C2CCCCC2)C[C@@H]1c1ccc(Br)cc1	-10	17	nt	nt	3	-2	-6
CC(C)Oc1ccc(C(=O)N2CCC(CCC(=O)NC3CC3)CC2)cc1	-4	0	1	nt	-17	-1	2
O=C(OCc1cncs1)c1ccccc1Cl	-4	5	5	1	0	-3	6
CCOc1cccc2cc(C(=O)NCc3ccc(OC)cc3)c(=N)oc12	-4	nt	0	-2	12	-14	nt
CCc1nc2ccccc2n1Cc1ccccc1OC	nt	nt	14	0	0	nt	-3
COc1ccc(-c2nc3ccc(C)cn3c2NCc2ccc3c(c2)OCO3)cc1	-4	5	0	nt	6	5	14
COc1ccc(NC(=S)N(CCc2ccncc2)C(C)C)cc1Cl	-2	5	-1	nt	3	2	-3
CCOc1ncccc1C(=O)Nc1ccccc1F	0	9	-2	5	-1	1	-2
COc1ccc(-c2[nH]ncc2CN2CCC(C(=O)c3ccc(F)cc3)CC2)cc1	1	-13	nt	-6	-5	4	-5
CN(C(=O)COC(=O)c1cc2c(s1)CCCCC2)c1ccccc1	0	11	0	3	-6	-2	nt
O=C(CSCc1ccc([N+](=O)[O-])cc1)Nc1cccc(C(=O)Nc2ccccc2C(=O)O)c1	2	2	3	41	1	5	-7
CCN(Cc1ccccc1)C(=O)c1ccc(SC)cc1OC	-2	nt	nt	-6	nt	-2	nt
COc1ccc(S(=O)(=O)CCC(=O)NCCc2ccc(S(N)(=O)=O)cc2)cc1	nt	7	2	nt	2	nt	-10
CO[C@H]1CN(C)C(=O)c2ccc(NC(=O)c3cccc(F)c3)cc2OC[C@@H](C)N(C(C)=O)C[C@H]1C	-6	14	-1	-4	26[16.7 µM]	3	3
COc1ccc(NC(=O)C2CC(=O)n3c(nc4ccccc43)N2)cc1 (stereo unspecified)	2	-18	-1	-4	1	-11	-6
CC(=O)c1cccc(OCc2cc(C(=O)N3CC4C[C@@H]5CC3C[C@H](C4)C5)no2)c1	1	-12	0	2	nt	7	-7
Nc1nonc1-n1nnc(C(=O)N/N=C/c2cccc(Cl)c2Cl)c1CN1CCCC1	15	1	5	11	-10	0	-5
CCn1c(SCC(=O)Nc2ccc3c(c2)OCO3)nnc1C(C)C	0	0	1	3	-6	-9	2
O=C(Nc1ccncc1)C1CC1c1ccccc1 (stereo unspecified)	nt	11	-2	-21	-13	nt	10
CC1(C)Cc2ccccc2-c2nc(NCCCO)[nH]c(=O)c21	-33	14	-2	-1	0	1	-4
C[C@@H]1CN([C@H](C)CO)C(=O)Cc2cc(NC(=O)Nc3cccc4ccccc34)ccc2O[C@H]1CN(C)C	0	-3	2	-7	-1[16.7 µM]	4	-3
COc1ccc(C2/C(=C(/O)c3ccccc3)C(=O)C(=O)N2CC(C)O)c(OC)c1 (stereo unspecified)	nt	-4	-2	nt	-10	nt	-13
CCNS(=O)(=O)c1ccc(NC(=O)c2ccccc2OCC)cc1	-1	-16	1	-1	32	-4	-4
Cn1c(CN2CCCCC2)nc2cc(NC(=O)c3cccs3)ccc21	nt	-51	2	4	0	nt	3
COCCN1C(=O)N[C@@H](c2cccs2)C(C(=O)OC)=C1C	nt	-3	12	-3	nt	-4	-2
COC(=O)/C(=C\c1cccnc1)NC(=O)c1ccc(OCc2ccccc2)cc1	-1	-6	-1	5	-3	-3	2
COc1ccc(N(Cc2ccc(N(C)C)cc2)C(=O)c2ccc(S(C)(=O)=O)cc2)cc1	-3	-11	6	6	nt	2	1
CCNC(=O)NC(=O)c1csc([N+](=O)[O-])c1	0	nt	nt	1	nt	-2	nt
CCc1noc(C)c1C(=O)N(CCOC)c1c(N)n(CC(C)C)c(=O)[nH]c1=O	-1	2	0	1	-5	0	-15
Cc1ccc(SCc2nc3ccccc3n2CC(=O)Nc2ccccc2)cc1	nt	65	-4	-8	0	nt	15
Cc1ccc(CCNC(=O)C2CCN(S(=O)(=O)N3CCCCC3)CC2)cc1	-2	-16	-5	nt	4	-1	0
C[C@H](CO)N1C[C@H](C)[C@@H](CN(C)C(=O)CC2CC2)Oc2cc(-c3cncnc3)ccc2S1(=O)=O	6	10	2	6	-5[16.7 µM]	6	2
O=C(O)c1ccc(C2Nc3ccccc3C(=O)N2Cc2ccccc2)cc1 (stereo unspecified)	-9	7	-1	nt	0	-5	0
Cc1ccc(CNC(=O)CC(C)S(=O)(=O)c2cc3c(cc2C)NC(=O)CO3)cc1 (stereo unspecified)	-2	7	-1	-7	-6	2	2
O=C(C[C@H]1CC[C@H]2[C@@H](COC[C@@H](O)CN2C(=O)c2ccccc2)O1)Nc1ccc(-c2ccccc2)cc1	3	9	-2	-9	-4[16.7 µM]	1	-1
Cc1ccc(C(=O)NCC(=O)O)cc1S(=O)(=O)N1CCCCC1	nt	3	0	-11	1	nt	-5
Cc1nc2ccccc2c2nc(N)nn12	nt	-5	7	7	-3	nt	-5
O=C(c1ccc(Br)s1)N1CCc2ccccc2C1	-1	-2	-4	nt	nt	2	30
Cc1ccc(S(=O)(=O)N2CCOCC2)cc1C(=O)Nc1ccc(-c2cn3ccsc3n2)cc1	nt	-10	3	0	0	nt	37
Cc1ccc(S(=O)(=O)NCC(C)NC(=O)CN2CCOCC2)cc1 (stereo unspecified)	-5	-1	-4	-7	nt	2	-4
CCOC(=O)c1c(C)oc2ccc(O)c(CN(C)C)c12	nt	-9	11	0	-3	nt	-3
O=C(CCN1C(=O)/C(=C/c2cccs2)SC1=S)Nc1ccc(C(=O)O)cc1	2	2	-2	10	0	-1	5

(list continues)
mol	SIRT5 inh	C2C12 statin	Cneo AK release	ARNT TACC3 PPI	miR122 inh	ERp5 inh	esBAF inh
COC(=O)C1=C(C)N(C)C(=O)NC1c1ccccc1 (stereo unspecified)	nt	-10	-2	-8	-6	nt	-8
COc1ccc(NC(=O)C2CCCN2C(=O)Nc2ccccc2)cc1OC (stereo unspecified)	nt	-7	0	-2	-2	nt	0
NC(=O)CCN1CCN(C(=O)c2ccc3nc(Cc4cccc(Cl)c4)oc3c2)CC1	-18	-2	-2	0	-1	4	-3
C[C@H]1CN([C@@H](C)CO)C(=O)c2cc(/C=C/c3ccccc3)cnc2O[C@@H]1CN(C)C	-11	7	-1	-5	0[16.7 µM]	1	0
COc1cccc2cc(C(=O)NCc3ccc(C)cc3)c(=N)oc12	-3	4	2	-3	0	1	8
CCOC(=O)C1CCN(C(=O)c2cc(-c3ccncc3)nc3ccccc23)CC1	0	5	-1	5	5	-4	-2
CCC(=O)N1[C@@H]2c3ccc(-c4ccccc4)c(=O)n3C[C@@H]2[C@@H](CO)[C@@H]1C(=O)N1CCCCC1	-20	26	4	-9	-4[16.7 µM]	3	4
CCCCNC(=O)C1(C)CCN1C(=O)c1cccc(OC(C)=O)c1C (stereo unspecified)	nt	-7	-2	nt	-4	1	1
COc1ccccc1CNC(=O)C(CC(C)C)NS(=O)(=O)c1ccc2c(c1)oc(=O)n2C (stereo unspecified)	-4	-10	-2	nt	1	1	-2
C[C@@H]1CN([C@H](C)CO)C(=O)Cc2cc(NS(=O)(=O)c3ccccc3)ccc2O[C@@H]1CN(C)S(=O)(=O)c1ccccc1	2	-10	-1	-2	23[16.7 µM]	0	-1
Cc1nn(-c2cc(C)c3ccccc3n2)c2c1C1C(C2)C1(C)C (stereo unspecified)	nt	-24	1	-34	-4	nt	11
N=c1n(CC(=O)c2ccc(Br)cc2)c2ccccc2n1Cc1ccccc1	nt	1	0	-2	5	-2	-4
Nc1ncnc2c1ncn2[C@@H]1O[C@H](C(=O)NS(=O)(=O)c2c(Cl)nc3sccn23)[C@@H](O)[C@H]1O	nt	4	-2	nt	-1	nt	-4
COC(=O)C(Cc1ccccc1)NC(=O)CCNC(=O)c1ccc(Br)cc1 (stereo unspecified)	-3	?	0	-3	4	1	-5
CO[C@H]1CN(C)C(=O)c2cc(NC(=O)Nc3ccccc3Cl)ccc2OC[C@H](C)NC[C@H]1C	2	-3	2	5	-8[16.7 µM]	-8	0
COc1ccc(C(C(=O)NC2CCCC2)N(C(=O)c2ccco2)c2cc3c(cc2C(C)=O)OCO3)cc1OC (stereo unspecified)	1	1	2	2	-1	4	2

In a second layout: results already given.
> Cc1ccc(C(=O)NCC(=O)O)cc1S(=O)(=O)N1CCCCC1
  SIRT5 inh = nt
  C2C12 statin = 3
  Cneo AK release = 0
  ARNT TACC3 PPI = -11
  miR122 inh = 1
  ERp5 inh = nt
  esBAF inh = -5
> Cc1nc2ccccc2c2nc(N)nn12
  SIRT5 inh = nt
  C2C12 statin = -5
  Cneo AK release = 7
  ARNT TACC3 PPI = 7
  miR122 inh = -3
  ERp5 inh = nt
  esBAF inh = -5
> O=C(c1ccc(Br)s1)N1CCc2ccccc2C1
  SIRT5 inh = -1
  C2C12 statin = -2
  Cneo AK release = -4
  ARNT TACC3 PPI = nt
  miR122 inh = nt
  ERp5 inh = 2
  esBAF inh = 30
> Cc1ccc(S(=O)(=O)N2CCOCC2)cc1C(=O)Nc1ccc(-c2cn3ccsc3n2)cc1
  SIRT5 inh = nt
  C2C12 statin = -10
  Cneo AK release = 3
  ARNT TACC3 PPI = 0
  miR122 inh = 0
  ERp5 inh = nt
  esBAF inh = 37
